Screening data as filed in PubChem.
Akt phos inh: HTS Assay for Inhibitors of Akt Phophorylation: Primary Screen; Neuro2A IGF-stimulated pAkt S473 HTRF, 20 min; stronger effect = lower value; activity change, % for hits at 50 µM; actives 0.32% (n = 360,000); in the data active means activity change below about -80%; inconclusive means mostly about -51% to -80%; further: on the % scale 0 is the no-effect control and ±100 the full control effect
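Neuro2A cells in DMEM with 0.5% FBS, overnight at 37 deg C, given compound at single 50 µM final, then IGF (6 nM final) for 20 min at 37 deg C. Lysed; phospho-Akt Ser473 by HTRF after 24 h, 665/615 ratio.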
A549 tox: Nrf2 qHTS screen for inhibitors: counterscreen for cytotoxicity; A549 ARE-Fluc cells, CellTiter-Fluor viability, 18-24 h; Potency, µM (titrated, usually from 46 µM), inactives show at the highest dose activity change, negative = cytotoxicity, usual class: inhibitors; actives 0.16% (n = 390,000); AID 504648, 2011; further: potency means the concentration at half of the fitted maximal effect; on the % scale 0 is the no-effect control and ±100 the full control effect
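A549 ARE-Fluc cells in 5% FBS OPTI-MEM, 5000 cells/well, rested 2 h then exposed to compounds in concentration-response for 18-24 h at 37 °C. Viability by CellTiter-Fluor fluorescence (Ex 405/Em 525) after 30 min; luciferase luminescence (BugLite, 15 min, RT) read afterwards.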
EPAC2 antag: qHTS for Antagonist of cAMP-regulated guanine nucleotide exchange factor 2 (EPAC2): primary screen. EPAC2 GEF exchange of Rap1B-BODIPY-GDP, fluorescence. actives 0.18% (n = 360,000). AID 720708, 2013. Potency, µM (doses to about 114 µM), inactives show at the highest dose activity, negative = inhibition, hits mostly inhibitors; further: potency means the concentration at half of the fitted maximal effect; on the % scale 0 is the no-effect control and ±100 the full control effect; nearly all actives have a fitted effect of over 45% in size; many of its hits are not listed in these tables
Target sequence (Q8WZA2 whole entry, looked up): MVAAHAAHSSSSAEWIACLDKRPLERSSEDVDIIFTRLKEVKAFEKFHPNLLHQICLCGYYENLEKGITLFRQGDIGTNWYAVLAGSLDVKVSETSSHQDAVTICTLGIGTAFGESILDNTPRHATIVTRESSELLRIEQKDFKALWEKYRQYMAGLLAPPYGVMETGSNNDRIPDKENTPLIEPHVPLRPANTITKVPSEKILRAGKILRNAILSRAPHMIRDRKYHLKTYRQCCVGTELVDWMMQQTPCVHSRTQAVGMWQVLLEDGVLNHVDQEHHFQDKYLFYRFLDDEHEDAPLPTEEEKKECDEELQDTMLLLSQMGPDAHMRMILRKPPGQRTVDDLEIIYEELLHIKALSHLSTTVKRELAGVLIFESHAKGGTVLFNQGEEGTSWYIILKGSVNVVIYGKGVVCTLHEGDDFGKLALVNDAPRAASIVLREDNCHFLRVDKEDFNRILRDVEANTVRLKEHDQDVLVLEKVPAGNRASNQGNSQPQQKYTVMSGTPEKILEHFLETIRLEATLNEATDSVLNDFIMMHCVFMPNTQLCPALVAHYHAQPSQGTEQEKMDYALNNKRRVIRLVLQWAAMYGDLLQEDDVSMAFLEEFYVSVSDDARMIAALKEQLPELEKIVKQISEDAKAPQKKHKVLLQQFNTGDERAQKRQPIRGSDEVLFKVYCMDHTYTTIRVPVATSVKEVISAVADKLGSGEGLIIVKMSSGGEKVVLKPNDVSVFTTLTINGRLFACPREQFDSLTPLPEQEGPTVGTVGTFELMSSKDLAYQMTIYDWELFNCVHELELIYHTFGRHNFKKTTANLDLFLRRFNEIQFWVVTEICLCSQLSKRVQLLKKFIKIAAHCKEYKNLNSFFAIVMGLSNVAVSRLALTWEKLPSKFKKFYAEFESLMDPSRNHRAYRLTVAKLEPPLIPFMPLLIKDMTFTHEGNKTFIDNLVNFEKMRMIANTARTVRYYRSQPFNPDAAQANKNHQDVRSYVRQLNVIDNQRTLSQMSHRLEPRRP
Nrf2 inh: Nrf2 qHTS screen for inhibitors | A549 ARE-Fluc reporter, luciferase luminescence, 18-24 h | Potency, µM (top dose mostly 46 µM), for inactives: at the highest dose activity change, negative = inhibition, usual class: inhibitors | actives 2.1% (n = 360,000) | AID 504444, 2011; further: potency means the concentration at half of the fitted maximal effect; on the % scale 0 is the no-effect control and ±100 the full control effect; nearly all actives have a fitted effect of over 60% in size
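A549 ARE_Fluc cells (5000/well, 5% FBS OPTI-MEM) pre-incubated 2 h, then treated with compounds 18-24 h at 37C/5% CO2 in concentration-response. CellTiter-Fluor viability read first; BugLite luciferase luminescence after 15 min at room temperature gives Nrf2 activity.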
MmCpn inh: Inhibitors of TCP-1 ring complex (TRiC) of Methanococcus maripaludis (MmCpn): qHTS; Chaperonin Mm-Cpn (Methanococcus maripaludis); purified Mm-Cpn ATPase, ADP Transcreener TR-FRET; Potency, µM (titrated, usually from 76.9 µM), for inactives: top-dose activity, negative = inhibition, usual class: inhibitors; actives 0.031% (n = 330,000); AID 504842, 2011; further: potency means the concentration at half of the fitted maximal effect; on the % scale 0 is the no-effect control and ±100 the full control effect; nearly all actives have a fitted effect of over 80% in size
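Reaction buffer contained 30 mM Tris pH 7.4, 100 mM KCl, 5 mM MgCl2 and 1 mM DTT. Mm-CPN (25 nM final) hydrolysed 10 uM ATP over 30 min at 37°C; ADP was read by HTRF.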
TGFb SMAD3 inh: qHTS for Inhibitors of TGF-b | HepG2 CAGA-GFP TGF-b/SMAD3 reporter, GFP fluorescence, 18 h; TGF-beta stimulated, 500 pg/mL final | Potency, µM (highest dose often 46.1 µM), for the others: at the highest dose activity, negative = inhibition, actives largely listed as inhibitors | actives 1.2% (n = 410,000); further: potency means the concentration at half of the fitted maximal effect; on the % scale 0 is the no-effect control and ±100 the full control effect; nearly all actives have a fitted effect of over 65% in size
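HEPG2 CAGA-GFP, 1000 cells/well; 2 h settle, 37 C; cpd via pin tool; TGF-b 500 pg/mL final; 18 h, 37 C; GFP imaging ex488/em500-530; %Activity normalised to -TGF-b and +DMSO controls; CRC fit, curve class.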
EPAC2 agonist: qHTS for Agonist of cAMP-regulated guanine nucleotide exchange factor 4 (EPAC2): primary screen | actives 0.079% (n = 360,000) | Potency, µM (top dose mostly 154 µM), for the others: top-dose activation, most hits filed as activators | EPAC2 activation, biochemical qHTS; response scale: 100% = 6.5 mM cAMP response | Rap guanine nucleotide exchange factor 4 (Homo sapiens), Q8WZA2; further: potency means the concentration at half of the fitted maximal effect; nearly all actives have a fitted effect of over 50% in size
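Fluorescence exchange assay: 100 nM EPAC2 with 250 nM RAP1B-BODIPY-GDP and 50 uM GDP; compounds tested as a concentration-titration series (qHTS). Loss of Rap1-bound BODIPY-GDP fluorescence read at 480/540 nm; data normalized to 6.5 mM cAMP.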
CCT chaperon mod: High-Throughput Screening for Modulators of Cytosolic Chaperonin Activity. purified chaperonin ATPase assay, HTRF ADP detection, 30 min. activity change, % (test concentration not listed), hits read low. actives 0.3% (n = 360,000). AID 651819, 2012; in the data active means activity change below about -30%; further: on the % scale 0 is the no-effect control and ±100 the full control effect
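TRiC (40 or 20 nM final, by batch activity) in 30 mM Tris pH 7.4, 100 mM KCl, 5 mM MgCl2, 1 mM DTT was treated with compound at 76 uM single dose, then 10 uM ATP, 30 min at 37 °C. ADP was read by HTRF Transcreener.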
Nrf2 ARE act: qHTS of Nrf2 Activators; actives 0.31% (n = 410,000); AREc32 ARE-luciferase reporter (MCF7-derived line), luminescence, 24 h; Potency, µM (series often up to 46.1 µM), for inactives: top-dose activation, usual class: activators; AID 624171, 2012; further: potency means the concentration at half of the fitted maximal effect; % of control where 0% means no effect; nearly all actives have a fitted effect of over 65% in size
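ARE activation measured as luciferase luminescence (Steady-Glo, 30 min RT) in AREc32_Fluc cells after 24 hr compound exposure at 37 deg C, 5% CO2; cells seeded overnight at 1000/well in OPTI-MEM, 5% FBS.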
The depositor's hits bear a star; i = inactive; ? = inconclusive; / = no result given; [ ] = dose if it differs, or a comment. Unless noted, the call rests on the fitted dose curve; in most records, active means well fitted curve in the direction sought with a large enough effect; inconclusive means small, poorly fitted or top-dose-only effect, or another doubt; inactive means no such curve, though single readings can be large; an effect the other way counts as inactive or inconclusive.

SMILES | Akt phos inh | A549 tox | EPAC2 antag | Nrf2 inh | MmCpn inh | TGFb SMAD3 inh | EPAC2 agonist | CCT chaperon mod | Nrf2 ARE act
Cc1nc(-c2coc3c(CN(C)C)c(O)ccc3c2=O)cs1 | i | 15% | 12% | 13% | -5% | -1% | 6% | 1.0 | 2.8%
CCc1nnc(NS(=O)(=O)c2ccc(N/C=C\C(=O)c3cccc(OC)c3)cc2)s1 | i | -11% | 0% | -2% | -3% | ? | -2% | -1.2 | 2.9%
Cc1cc(C)n(CC(=O)N2c3ccccc3Sc3ccccc32)n1 | i | -1% | 4% | 1% | 0% | -15% | -1% | 2.3 | -1.0%
CCOC(=O)c1ccc(NC(=O)CSc2nc(-c3ccc(F)cc3)cc(C(F)(F)F)c2C#N)cc1 | / | -1% | / | 19% | / | 29% | / | / | 0.6%
COc1ccc(NC(=O)COC(=O)Cc2c[nH]c3ccccc23)cc1OC | i | 4% | -1% | 6% | -1% | -9% | 9% | -4.8 | -0.6%
O=c1/c(=C/c2ccc(CNS(=O)(=O)c3ccccc3)o2)sc2n1CCN=2 | i | -3% | 8% | -6% | -1% | -24% | 4% | -0.9 | 0.3%
CN(C)C(=O)N1CCN(C(=O)c2ccccc2Sc2ccccc2C#N)CC1 | i | -2% | 5% | 10% | 4% | -8% | -1% | 3.1 | 0.3%
COC(=O)CCCCC(=O)C1C(=O)CC(C)(C)C(C(=O)OC)C1=O (stereo not given) | i | -7% | 12% | / | -3% | ? | 5% | 1.3 | 0.0%
CCOc1cc(/C=N/NC(N)=O)cc(Br)c1OCC(=O)Nc1ccccc1C | i | -5% | 14% | -12% | -2% | ? | -7% | -6.0 | 2.6%
CCC(=O)Nc1cccc(NC(=S)NC(=O)c2ccc(Cl)cc2Cl)c1 | i | -2% | 2% | 9% | 1% | 0% | -9% | 0.3 | 2.7%
CCCCC1(C)OC(=O)C(=Cc2ccc(N(C)C)cc2)C(=O)O1 (stereo not given) | i | -11% | 0% | -2% | -3% | 15% | 9% | -0.1 | -0.4%
Cn1cnnc1SCCNS(=O)(=O)c1cccc([N+](=O)[O-])c1 | i | 12% | 3% | -8% | 1% | -7% | 7% | 0.2 | -0.4%
COC(=O)c1ccc(CSc2nc3ccncc3n2Cc2ccc(F)cc2)cc1 | / | 0% | / | ? | / | ? | / | / | 0.5%
COc1ccc(C2c3[nH]c4ccccc4c3C[C@H]3C(=O)N(C)CC(=O)N23)cc1OC (stereo not given in full) | i | -2% | 9% | -5% | 1% | 5% | 0% | 1.2 | 2.7%
COCCn1c(C)cc(C(=O)COC(=O)c2ccc(S(=O)(=O)N(C)C)cc2)c1C | i | -3% | -8% | 1% | 2% | 6% | -8% | 0.1 | -0.6%
O=C(NC1CCN(Cc2ccccc2)CC1)c1ccc(CS(=O)c2ccccc2Cl)o1 (stereo not given) | i | / | 6% | / | / | 5% | 5% | 2.7 | -0.8%
C/[N+]([O-])=C\c1cccc(OCCN2CCN(c3ncc(C(F)(F)F)cc3Cl)CC2)c1 | i | 6% | -10% | -20% | 0% | -26% | -1% | -0.7 | 0.2%
CCCCc1nc2sc3c(SCCN(C)C)ncnc3c2c2c1CCC2 | i | 0% | -8% | 0% | -18% | 26% | 10% | -3.5 | -0.2%
CCCn1nc(-c2nnc(-c3ccc(C)c(C)c3)o2)c2ccccc2c1=O | i | 8% | -1% | 8% | 0% | 12% | 16% | -2.6 | -0.6%
CCOc1ccc(NC(=O)NC2CCCCCCC2)cc1 | i | -2% | -5% | ? | 3% | 0% | 4% | -0.2 | -1.5%
O=C(Cc1ccc(Cl)cc1)Nc1ccccc1N1CCN(C(=O)c2ccccc2)CC1 | i | -15% | -7% | ? | -3% | ? | 9% | -0.1 | 0.0%
COc1cc2cc(C(c3nnnn3Cc3ccc(F)cc3)N3CCCCCC3)c(=O)[nH]c2cc1OC (stereo not given) | / | -8% | -13% | / | -2% | -29% | 1% | -3.7 | -0.2%
CC(C)CN(C(=O)CCNC(=O)c1ccc(Cl)cc1)c1c(N)n(CC(C)C)c(=O)[nH]c1=O | i | 3% | -2% | -9% | 1% | -1% | 1% | 0.0 | -0.5%
COc1ccc(NC(=O)CSc2nccn2Cc2ccccc2)cc1 | i | 6% | 8% | ? | 2% | 0% | 7% | 2.3 | 4.6%
COc1cccc(CC(=O)OCC(=O)Nc2c(C)nn(-c3ccccc3)c2C)c1 | i | 1% | 3% | -7% | -5% | 5% | -1% | -0.7 | -0.1%
O=C(NCC(=O)N1CCC2(CC1)NCCc1[nH]cnc12)c1ccc(Br)cc1 | i | 0% | 2% | -11% | 5% | 4% | 4% | -0.4 | 0.3%
S=C(Nc1ccccc1Cl)NC1CCC(NC(=S)Nc2ccccc2Cl)CC1 (stereo not given) | i | 0% | 5% | 1% | 0% | 9% | 2% | -3.5 | -0.1%
CCOC(=O)Cn1c2ccc(OC)cc2c2nc3ccccc3nc21 | i | / | 1% | ? | 1% | 0% | 10% | -6.2 | 0.4%
COc1cc(OC)nc(Nc2nc(C(N)c3ccccc3)cs2)n1 (stereo not given) | i | / | 5% | / | / | 39%[activator] | -1% | -4.1 | 9.8%
COCCSc1ccccc1C(=O)Nc1ccc([N+](=O)[O-])cc1OC | i | 0% | 5% | -18% | -5% | -13% | -1% | -8.1 | -0.7%
COc1cccc(OC)c1C(=O)OCC(=O)N1CC(C)CC(C)C1 (stereo not given) | i | 3% | 4% | -7% | 2% | -5% | 4% | -0.9 | -0.3%
OCCC#Cc1ccc(CN2CCN(Cc3ccsc3)C(CCO)C2)cc1 (stereo not given) | i | 0% | -8% | 1% | 4% | 1% | 10% | -6.9 | -0.8%
CC(C)(C)N1C(=O)c2ccc(C(=O)Nc3ccc(C(=O)O)cc3)cc2C1=O | i | 9% | -3% | 1% | 0% | -27% | 4% | 3.2 | -0.1%
CC(=O)Nc1ccc(NC(=O)Nc2ccc(C)cc2C)cc1 | i | -1% | 1% | 2% | 1% | 20% | 0% | 0.2 | -0.8%
Fc1ccc(N2CCN(/C=C/c3nnnn3-c3ccccc3)CC2)cc1 | i | 0% | 8% | -4% | 0% | 16% | 23% | 0.1 | 2.2%
CCCC(=O)Nc1cccc(NC(=O)c2ccc(C)c([N+](=O)[O-])c2)c1 | i | -3% | -4% | ? | 2% | 0% | 14% | 2.2 | -0.4%
O=C(Nc1c[nH]c(=O)[nH]c1=O)c1ccccc1Cl | i | -1% | 3% | -6% | -2% | -15% | 4% | 3.0 | -0.5%
O=[N+]([O-])c1cc(-c2ncccn2)cs1 | i | -6% | 8% | -6% | 2% | 4% | -8% | -1.9 | 8.0%
CCCC(=N)C1=C(O)CC(CC(C)SCC)CC1=O (stereo not given) | i | -6% | 1% | / | 0% | 3% | -7% | -1.1 | -0.5%
C[C@@H]1CN([C@H](C)CO)C(=O)CCCn2nncc2CO[C@@H]1CN(C)C(=O)c1ccccc1 | i | / | -4% | / | / | 15% | 5% | -1.6 | -1.2%
CCOC(=O)C1=C(C)NC(C)=C(C(=O)OCC)C1C(=O)OCC(=O)NCc1ccc(F)cc1 | i | -2% | ? | -1% | -1% | -23% | 4% | -6.8 | 0.5%
O=C(Nc1ccccc1C(F)(F)F)c1ncn[nH]1 | i | 1% | 8% | -9% | 1% | -8% | -6% | -0.8 | 0.3%

Entries of single compounds, looked up by structure. Order of values: Akt phos inh, A549 tox, EPAC2 antag, Nrf2 inh, MmCpn inh, TGFb SMAD3 inh, EPAC2 agonist, CCT chaperon mod, Nrf2 ARE act
COc1cccc(OC)c1C(=O)OCC(=O)N1CC(C)CC(C)C1 (stereo not given) in the list: i, 3%, 4%, -7%, 2%, -5%, 4%, -0.9, -0.3%
CCCC(=O)Nc1cccc(NC(=O)c2ccc(C)c([N+](=O)[O-])c2)c1 in the list: i, -3%, -4%, ?, 2%, 0%, 14%, 2.2, -0.4%

An excerpt from above, showing only EPAC2 antag and A549 tox:
SMILES | EPAC2 antag | A549 tox
CCc1nnc(NS(=O)(=O)c2ccc(N/C=C\C(=O)c3cccc(OC)c3)cc2)s1 | 0% | -11%
COc1cc2cc(C(c3nnnn3Cc3ccc(F)cc3)N3CCCCCC3)c(=O)[nH]c2cc1OC (stereo not given) | -13% | -8%
O=[N+]([O-])c1cc(-c2ncccn2)cs1 | 8% | -6%
C[C@@H]1CN([C@H](C)CO)C(=O)CCCn2nncc2CO[C@@H]1CN(C)C(=O)c1ccccc1 | -4% | /
Fc1ccc(N2CCN(/C=C/c3nnnn3-c3ccccc3)CC2)cc1 | 8% | 0%
COc1cccc(OC)c1C(=O)OCC(=O)N1CC(C)CC(C)C1 (stereo not given) | 4% | 3%
COc1ccc(C2c3[nH]c4ccccc4c3C[C@H]3C(=O)N(C)CC(=O)N23)cc1OC (stereo not given in full) | 9% | -2%

A portion of the library; the hit share may differ from the screen's.
